Compound activity deposited in PubChem BioAssay by National Center for Advancing Translational Sciences (NCATS).
Pf Dd2 inh: qHTS Primary assay for Inhibitors of Plasmodium falciparum Dd2 growth in vitro | actives 4.3% (n = 120,000) | AID 1347417, 2020 | P. falciparum Dd2 growth, SYBR Green, 72 h | Potency, µM (highest dose often 28.9 µM), for the others: top-dose activity, negative = inhibition, most hits filed as inhibitors; active = well fitted inhibition curve with a large enough effect; inconclusive = small, poorly fitted or top-dose-only effect; inactive = no such curve, though single readings can be large or run the other way;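 note: plate controls were DMSO vehicle for no effect and reference drug for full effect; nearly all actives have a fitted effect of over 65% in size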
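Infected erythrocytes (Dd2, 0.3% parasitemia, 2.5% hematocrit final) are added to compound in RPMI-1640/Albumax II medium, grown 72 h at 37C in low oxygen, then lysed with saponin/Triton-X containing SYBR Green and read by fluorescence.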
Active calls of the source: *; i = inactive; ? = inconclusive; [ ] = dose if it differs, or a comment. Potency is the fitted concentration of half-maximal effect. An excerpt, so the mix of outcomes need not match the whole.

SMILES	Pf Dd2 inh
Cc1ccc(C)c(C(=O)NCc2nnc3cc(-c4nc(C(C)C)no4)ccn23)c1	i
CCc1sc(Nc2cccc(C)c2)nc1-c1cc2cccc(OC)c2oc1=O	-1.1%
Cc1ccc(-c2cc3c(=O)n(CCNC(=O)c4cc(F)ccc4F)ccn3n2)cc1C	?
COCCN1C(=O)CO[C@H]2CN(C(=O)Nc3ccc(F)cc3)C[C@H]21	18.0%[44.1 µM]
Cc1cnc(C(=O)N2CCCC(c3nnc(Cn4ccnc4)n3C)C2)cn1 (stereo unspecified)	0.2%
Cc1ccc(-n2nc3ccc(NC(=O)Cc4ccc(Cl)cc4)cc3n2)cc1	14.8%
CC(=O)N1CCC(N2C[C@H](O)C[C@H]2c2nc(-c3cccc(C)c3)no2)CC1	i
CCOc1ccc(CCNC(=O)c2cc3c(-c4ccccc4F)nn(C)c3s2)cc1OCC	?
COCCNC(=O)C[C@@H]1C[C@@H](C(C)C)[C@H](CNC(=O)c2cnccn2)C=C1C	2.2%[44.1 µM]
CCOC(=O)N1CCN(S(=O)(=O)N2CCCC(C(=O)NCc3ccccc3OC)C2)CC1 (stereo unspecified)	9.3%
COc1ccc(C)cc1NS(=O)(=O)c1ccc2c(c1)n(C)c(=O)n2C	-2.5%
CC[C@H]1CN(C(=O)c2ccnc(Cl)c2)CC[C@H]1CC(=O)NCc1cccc2ccccc12	30.5%[activator]
CCOC(=O)C1=CN(CC(=O)Nc2ccccc2C)S(=O)(=O)N=C1C	47.7%[activator]
O=C(c1ccccc1F)N1CCC2(C1)C(=O)N(CCc1ccccc1)c1ccccc12 (stereo unspecified)	?
Cc1ccc(CNC(=O)CN(c2ccc(C(C)C)cc2)S(=O)(=O)c2c(C)n[nH]c2C)cc1	-9.3%
COc1ccc2oc(=O)cc(CN3CCN(c4ccccc4F)CC3)c2c1	?
Cc1ccc(Cl)cc1NC(=O)Cn1c(N2CCCCC2)nc(C)c(C)c1=O	i
C[S+](=O)([O-])CCn1ncc2cc(OCc3cccc(-c4cncnc4)c3)ccc21	i
COc1ccccc1CNC(=O)[C@@H]1CNC[C@H]1COc1cccnc1	19.9%
COC1CN(c2ccc(C)cc2)C12CCN(C(=O)Cc1ccccc1)CC2 (stereo unspecified)	?
Cc1ccc(Cl)cc1-n1ncc2c(NCc3ccc(F)cc3)ncnc21	?
CCc1cccc(NC(=O)c2nnn(Cc3ccc(SC)cc3)c2N)c1	-9.7%
CCOCc1nc(C2CCCN(C(=O)c3ccnn3C)C2)no1 (stereo unspecified)	37.2%[activator]
CN1CCCN(C[C@@H]2CN(C(=O)CCn3cccn3)C[C@@H]2CO)CC1	2.9%
O=C(NCc1cccnc1)[C@@H]1C[C@@H](O)CN1C1CCN(C(=O)c2ccccc2)CC1	-11.2%
COc1ccc(NCc2cc3cc4c(cc3n(CC(=O)Nc3ccccc3)c2=O)OCO4)cc1	?
CCN1C(=O)CCN(C(=O)NCCc2ccccc2)CC12CCOCC2	-2.5%
Fc1ccccc1N1CCN(c2nc3ccccc3c3nc(-c4ccccc4)nn23)CC1	25.8%
Cc1ccc2oc(-c3cccc(NC(=O)c4cccc5c(Br)cccc45)c3)nc2c1	i
Cc1ccc(C)c(N2CCN(C(=O)Cn3nc(Cc4cccnc4)c4ccccc4c3=O)CC2)c1	-13.8%
CCCCOc1cccc(NC(=O)c2cccc(C(=O)Nc3cccc(OCCCC)c3)c2)c1	-3.1%
O=S(=O)(c1ccccc1)c1nnn2c1nc(N1CCOCC1)c1ccccc12	4.9%
CCOc1ccccc1NC(=O)N1CCC(C(=O)N2CCCCCCNC(=O)CC2)CC1	0.9%
COc1ccc(-c2noc(C(=O)O)c2[C@@H](C)NC(=O)c2cccnc2)cc1	-23.8%[44.1 µM]
CCOCc1nc(C2CCCN(C(=O)c3ccncc3)C2)no1 (stereo unspecified)	69.1%[activator]
CO[C@H]1C(=O)N(C(C)C)[C@H]1C1CCN(Cc2ccc(C)s2)CC1	?
CC(=O)N1CCc2c(sc3c2c(=O)n(-c2ccccc2C)c(=O)n3CC(=O)Nc2ccccc2)C1	-5.1%
CCOC(=O)C1=C(C)N=C2SC=C(CC(=O)N3CCCC3)N2C1c1cc(OC)cc(OC)c1 (stereo unspecified)	-7.2%
NCc1ccc(-c2cccnc2)cc1	?
COCc1ccc2c(c1)c(OC(C)(C)C(=O)NCC(C)C)nn2Cc1cccnc1	14.4%[44.1 µM]
Cc1nn(C)c(C)c1C(=O)N1C[C@@H](CO)[C@H](c2ccccn2)C1	-18.1%
Cc1ccc(NC(=O)C(NS(=O)(=O)c2ccc3c(c2)CCC(=O)N3)c2ccccc2)cc1C (stereo unspecified)	1.9%
NC1CCc2nn(CC(=O)NCc3ccc4c(c3)OCO4)c(=O)n2CC1 (stereo unspecified)	?
COc1cccc(C(=O)N2CCC3(CC2)NC(=O)N(Cc2ccc(F)cc2)C3=O)c1	i
COc1ccc(NC(=O)C2COC3(CCN(C(=O)c4ccco4)CC3)N2C(=O)c2ccccc2)cc1 (stereo unspecified)	i

Molecules from the list above with fluorine, in the order listed:
SMILES	Pf Dd2 inh
Cc1ccc(-c2cc3c(=O)n(CCNC(=O)c4cc(F)ccc4F)ccn3n2)cc1C	?
COCCN1C(=O)CO[C@H]2CN(C(=O)Nc3ccc(F)cc3)C[C@H]21	18.0%[44.1 µM]
CCOc1ccc(CCNC(=O)c2cc3c(-c4ccccc4F)nn(C)c3s2)cc1OCC	?
O=C(c1ccccc1F)N1CCC2(C1)C(=O)N(CCc1ccccc1)c1ccccc12 (stereo unspecified)	?
COc1ccc2oc(=O)cc(CN3CCN(c4ccccc4F)CC3)c2c1	?
Cc1ccc(Cl)cc1-n1ncc2c(NCc3ccc(F)cc3)ncnc21	?
Fc1ccccc1N1CCN(c2nc3ccccc3c3nc(-c4ccccc4)nn23)CC1	25.8%
COc1cccc(C(=O)N2CCC3(CC2)NC(=O)N(Cc2ccc(F)cc2)C3=O)c1	i

Following part:
SMILES	Pf Dd2 inh
COCC(=O)NC[C@H]1CCN(Cc2ccc(Cl)cc2)C[C@H]1N(C)C	?
CCOc1ccc(NC(=O)COc2cccc(-c3nnc4n3CCCC4)c2)cc1	2.82µM*
O=C(Nc1ccccc1F)N1CC2CCC(C1)N2Cc1ccc(-c2ccsc2)cc1	-4.5%
CCN1c2cc(C(=O)Nc3ccc(F)c(Cl)c3)ccc2C(=O)N2CCCC21 (stereo unspecified)	?
COc1ccc(CC(=O)N2CCC3(CC2)C(=O)NCN3C(=O)C2CCCC2)cc1	1.9%
CCOc1ccccc1-c1nnc(SCc2ccc(Cl)cc2)o1	10.6%
CCn1c(=O)c2c(cc(C)n2C)n(CC(=O)Nc2ccc(C)cc2Cl)c1=O	-22.3%
COc1cccc(NC(=O)CSc2nc(C)c(Cc3ccccc3)c(=O)[nH]2)c1	35.7%[activator]
O=C(NCc1ccncc1)C1CCN(C(=O)c2ncn3c2COC(c2ccccc2)C3)CC1 (stereo unspecified)	i
O=C(c1cccs1)N1CCC(Oc2ncccc2C(=O)N2CCCCC2)C1 (stereo unspecified)	i
O=C(O)C[C@@H]1CCN(C(=O)Nc2ccc(OC(F)(F)F)cc2)C[C@@H]1CCN1CCOCC1	0.5%
CC1=C[C@@H](CNC(=O)c2cnccn2)[C@H](C(C)C)C[C@H]1Cc1nc2ccccc2[nH]1	i
Cc1cccc(S(=O)(=O)N2C[C@H](c3nc(-c4cccnc4)no3)[C@@H](C)C2)c1	-5.7%
CCC(C)NC(=O)c1ccc2c(c1)N=C(C)c1cc(C)ccc1S2 (stereo unspecified)	?
COCCCNC(=O)Cc1cccn1-c1ccc(F)cc1	?
Cc1nc(-c2cccs2)cc([C@H]2CN3CC[C@H]2C[C@@H]3CNC(=O)Nc2cccc(C(F)(F)F)c2)n1	8.91µM*
Cc1cc(NC(=O)C2CCN(S(=O)(=O)c3c(C)noc3C)CC2)ccc1Br	i
Cc1cn2nc(C(=O)NC3CCC(C)CC3)cc2c(N2CCCC2)n1 (stereo unspecified)	?
COc1ccc(-c2nc(C(C)C)nc3c2CCN(C(=O)c2cccc(OC)c2)CC3)cc1	?
CC(C)CN(C/C=C/c1ccccc1)C(=O)C1CC2(CCNCC2)CN1 (stereo unspecified)	?
N#Cc1ccc(CN2CCC3OCCN(Cc4ccccc4F)C(=O)C3C2)cc1 (stereo unspecified)	i
COC[C@@H]1CN(C(=O)CN2CCCC2=O)C[C@H]1c1ccncc1	-18.0%
Cn1c(C(=O)NC(C)(C)C)cc2c1CCN(Cc1ccc(F)cc1)C2	?
CCC(=O)N1CCc2c(C(=O)Nc3ccc(N4CCOCC4)cc3)cccc21	?
Cc1ccccc1CN1c2ccccc2-c2nc(SCC(=O)NCCc3ccccc3)ncc2S1(=O)=O	73.5%[activator]
Cc1cc(OCC(=O)Nc2ccc(C(=O)OC3CCCCC3)cc2)cc(C)c1Cl	?
O=S(=O)(c1cccc(Cl)c1)c1nnn2c1nc(NC1CCCCCC1)c1sccc12	41.3%[activator][5.79 µM]
O=C(Cn1ccnc1)N1CCC(c2noc(-c3ccncc3)n2)C1 (stereo unspecified)	i[5.79 µM]
CC1(CCCCc2ccccc2)COc2ccc(C(=O)NCc3ccncc3)cc2N1 (stereo unspecified)	i
N#Cc1ccc(CN2CCc3ncc(C(=O)NCCOc4ccccc4)n3CC2)cc1	13.5%[44.1 µM]
COc1ccc(-c2nc(C3CC3)nc3c2CCN(CC2CC2)CC3)cc1	-10.6%
COc1ccccc1CN1CCCn2nc(C)c(-c3ccccc3[S+](C)(=O)[O-])c21	i
COc1ccc([C@@H](NC(=O)c2ccn[nH]2)C2CC(O)C2)cn1 (stereo partly specified)	-1.9%
Cc1ccc(-c2noc(CNC(N)=O)n2)nn1	0.3%
CCOC(=O)c1cccc(NC(=O)C(C)n2c(C)c3cnn(-c4ccccc4)c(=O)c3c2C)c1 (stereo unspecified)	i
COc1cc2c(=O)c(C(=O)c3ccc(C)c(C)c3)cn(Cc3ccccc3)c2cc1OC	12.6µM*
Cc1ccc(C(=O)NC2CCCN(c3cc(-c4ccccc4)[nH]n3)C2)cn1 (stereo unspecified)	i
O=C(CN1CC2CC(C1)[C@H]1CCCC(=O)N1C2)NCCCN1CCCCCC1 (stereo partly specified)	-24.6%
Cc1n[nH]c(C)c1S(=O)(=O)N1CCCC(C(=O)Nc2ccc(Br)cc2)C1 (stereo unspecified)	28.3%
Cc1onc(-c2ccccc2)c1C(=O)N(C)C1CCCN(C2Cc3ccccc3C2)C1 (stereo unspecified)	?
COc1ccc(-c2ccc3c(c2)C(=O)N2CCN(C(=O)NC4CCCCC4)C[C@@H]2C(=O)N3)cc1	?
O=C(NCC(c1ccc2c(c1)OCO2)N1CCN(c2ccccc2F)CC1)c1ccccc1F (stereo unspecified)	?
CCc1cccc(C)c1Nc1c(-c2ccc(N(C)C)cc2)nc2ncccn12	?
COCc1noc([C@@H]2CC(F)(F)CN2C(=O)CN2CCCCCC2)n1	-25.6%
CC(C)c1ccc(NC(=O)C2CCN(C(=O)c3ccc(F)cc3)CC2)cc1	19.4%
Cc1nn2c(c1-c1cccnc1N1CCOCC1)N(Cc1ccccc1F)CCC2	?
CCOC(=O)c1cccc(NC(=O)N2CC[C@@H](CC(=O)NCc3cccc4ccccc34)[C@@H](CC)C2)c1	-13.0%
CCc1ccc(C(=O)c2cn(CC(=O)Nc3ccc4c(c3)OCO4)c3ccc(Cl)cc3c2=O)cc1	?
CCC(CC)C(=O)NC1CC(=O)N(c2ccc3c(c2)OCCO3)C1 (stereo unspecified)	32.9%
COc1cccc(N2C(=O)NC(=NC3CCCC3)C23CCN(CC2CC2)C3)c1 (stereo unspecified)	-7.0%
COc1cccc(CN2Cc3cc(NC(=O)Cc4ccccc4)ccc3OCC2=O)c1	-13.3%
COc1ccc(C2=NC3(CCCCCC3)N(CC(=O)Nc3cccc(Cl)c3)C2=O)cc1	-7.5%
COc1ccc(-c2noc(C(=O)NC3CC3)c2[C@H](C)O)cc1	-14.2%[44.1 µM]
NC(=O)C1CCN(C(=O)c2ccc3c(c2)N(Cc2cccc(Cl)c2)C(=O)c2ccccc2S3(=O)=O)CC1	21.9%
O=C(NC1CCCC1)c1ccc2c(c1)N(C(=O)c1ccc(F)cc1)CC2	-16.0%
CN(C)c1cccc(C(=O)NC2CCN(c3cc(-c4ccccc4)[nH]n3)CC2)c1	-7.9%
COc1ccc(-c2noc([C@@H]3CCCN3C(=O)COc3ccc(C)cc3)n2)cc1	i
O=C(NCc1ccnc2[nH]ccc12)c1ccc(F)cc1	?
O=C1NCCCN1C1CCN(Cc2ccccc2C(F)(F)F)CC1	i
CC(C)OCCCNC(=O)c1cn(C)c2ccc(S(=O)(=O)N3CCCCCC3)cc2c1=O	50.1%[activator]

(more compounds)
SMILES	Pf Dd2 inh
COc1ccccc1CNC(=O)[C@H]1CN2CCC1C[C@@H]2Cn1cc(CO)nn1 (stereo partly specified)	7.8%[44.1 µM]
CN(C)C(=O)c1cc(-c2ccc(Cl)cc2)cn1C	-3.8%
CC1=C(C(=O)Nc2ccccc2C)C(c2ccco2)n2ncnc2N1 (stereo unspecified)	15.9%
C[S+](=O)([O-])CCn1ncc2cc(OCc3cccc(-c4ccc(F)cc4)c3)ccc21	-7.4%[44.1 µM]
COC[C@@H]1[C@H](C(=O)NCc2cc(OC)ccc2OC)CCC(=O)N1C	?
O=C(Nc1cccc(C(F)(F)F)c1)O[C@@H]1CO[C@H]2[C@@H]1OC[C@@H]2NS(=O)(=O)c1cccc2cccnc12	-21.6%
O=C(c1cncnc1)N1C[C@@H](COCC2CC2)[C@H](c2ccncc2)C1	20.6%
COCC(=O)Nc1c(C(=O)Nc2ccc(C)cc2)oc2ccccc12	-8.9%
COCCN1C[C@H]2CN(C(=O)NCc3ccccc3)CCN2C1=O	-9.5%[44.1 µM]
